USP1 inh – inhibitors of human USP1/UAF1 deubiquitinase; 0.23% of 390,000 active; Potency, µM (series often up to 57.1 µM), for inactives: at the highest dose activity change, negative = inhibition, actives largely listed as inhibitors; recombinant USP1/UAF1, Ub-Rhodamine cleavage fluorescence; O94782; note: potency is the fitted concentration of half-maximal effect; % is set by controls: 0 for no effect and ±100 for the full control effect; nearly all actives have a fitted effect of over 60% in size; inactives centre near -12
Target sequence (O94782 whole entry, looked up): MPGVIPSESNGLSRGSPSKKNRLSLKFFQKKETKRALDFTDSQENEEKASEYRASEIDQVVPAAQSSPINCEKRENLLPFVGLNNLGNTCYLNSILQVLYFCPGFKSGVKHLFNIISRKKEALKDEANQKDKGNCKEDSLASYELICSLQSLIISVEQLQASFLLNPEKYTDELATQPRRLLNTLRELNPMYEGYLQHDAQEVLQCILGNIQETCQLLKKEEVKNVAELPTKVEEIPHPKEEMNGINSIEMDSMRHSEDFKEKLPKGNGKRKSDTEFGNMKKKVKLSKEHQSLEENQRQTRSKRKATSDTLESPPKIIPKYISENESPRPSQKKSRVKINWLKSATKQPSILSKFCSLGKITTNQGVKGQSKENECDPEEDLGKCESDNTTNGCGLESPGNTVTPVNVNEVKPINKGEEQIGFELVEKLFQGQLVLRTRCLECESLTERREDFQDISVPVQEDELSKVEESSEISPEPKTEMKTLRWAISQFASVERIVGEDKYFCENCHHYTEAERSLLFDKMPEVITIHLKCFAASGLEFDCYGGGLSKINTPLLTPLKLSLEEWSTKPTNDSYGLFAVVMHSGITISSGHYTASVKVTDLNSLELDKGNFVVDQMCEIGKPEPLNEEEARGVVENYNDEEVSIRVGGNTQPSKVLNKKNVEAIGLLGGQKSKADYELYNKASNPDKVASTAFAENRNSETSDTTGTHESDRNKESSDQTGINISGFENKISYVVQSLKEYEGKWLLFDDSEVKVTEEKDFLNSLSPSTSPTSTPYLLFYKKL
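USP1/UAF1 complex at 1 nM was preincubated with compound for 15 min at room temperature, then Ub-Rho substrate (150nM final) was added. Fluorescence (480/540 nm) was read kinetically, 6 reads every 60 seconds.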
Vif-A3G inh – Vif-A3G binding inhibition; 0.076% of 410,000 active; Q9HC16; AID 602310; HeLa A3G-eYFP + Vif (tagged APOBEC3G with the HIV-1 protein that degrades it), YFP fluorescence, overnight; Potency, µM (top dose mostly 46.1 µM), inactives show at the highest dose activity, negative = active, usual class: inhibitors;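 note: potency is the fitted concentration of half-maximal effect; % is set by controls: 0 for no effect and ±100 for the full control effect; nearly all actives have a fitted effect of over 60% in size; hits raise eYFP signal because A3G escapes Vif-driven loss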
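Read-out is eYFP fluorescence (Ex 488/Em 500-530) from Vif-expressing HeLa A3G-eYFP cells; more signal means A3G escaped Vif-mediated degradation. Cells plated overnight, compound pinned in, incubated overnight at 37 deg C.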
IDH1 R132H inh – human IDH1 R132H inhibition | O75874 | IDH1-R132H enzyme, NADPH consumption, diaphorase/resazurin fluorescence | Potency, µM (series often up to 76.6 µM), without a hit: at the highest dose activity change, negative = inhibition, hits mostly inhibitors | 0.093% of 390,000 active | AID 602179; note: potency is the fitted concentration of half-maximal effect; % is set by controls: 0 for no effect and ±100 for the full control effect; nearly all actives have a fitted effect of over 65% in size
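IDH1-R132H (0.5 ug/mL dispensed) in pH 7.5 Tris buffer was preincubated 30 min with compound, then given a substrate mix of 0.016 mM NADPH and 2 mM alpha-KG for 80 min at room temperature; remaining NADPH was read by diaphorase/resazurin fluorescence.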
PI4K2A block – PI4K2A (human) kinase inhibition. Q9BTU6. purified PI4K2A, ADP-Glo luminescence, 1 h; active compounds read low. activity change, negative = inhibition, % at 76.9 µM. 0.13% of 420,000 active. AID 1346378; in the data active = activity change below about -50%; inconclusive = mostly about -30% to -49%;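 note: -100% = wells without enzyme as full effect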
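In this quantitative HTS, ADP production by PI4K2A was quantified luminescently after 1 h at ambient temperature; 100 microM adenosine served as plate-quality control.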
Glioma ERSR ind – induces the endoplasmic reticulum stress response in human glioma cells | U87-MG GRP78 promoter luciferase reporter, 16 h | Potency, µM, without a hit: at the top dose activation, actives largely listed as activators | 0.02% of 420,000 active | AID 602332; note: potency is the fitted concentration of half-maximal effect; series mostly up to about 76 µM; % of control where 0% means no effect; nearly all actives have a fitted effect of over 35% in size
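Stably transfected U87-MG glioma cells carrying a GRP78-based luciferase sensor; 16 h compound incubation. Luminescence end-point read 10 min after Bright-Glo addition at room temperature.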
LDHA block – inhibitors of human lactate dehydrogenase A; P00338; purified LDHA, NADH/diaphorase-resazurin fluorescence; active compounds read low; activity change, % (values are at about 110 or 230 µM); 0.15% of 480,000 active; in the data active = activity change below about -30%; inconclusive = mostly about -25% to -30%;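 note: plate controls were DMSO wells for no effect and wells without enzyme for full effect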
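Remaining NADH was detected by diaphorase (0.133 mg/mL) converting 37 µM resazurin to fluorescent resorufin, read at 0 and 20 minutes. The preceding 5-minute room-temperature reaction used 2 nM LDHA, 0.2 mM sodium pyruvate and 0.06 mM NADH at pH 7.4.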
TrxR1 substrate – substrates of rat thioredoxin reductase 1. O89049. purified TrxR1 substrate turnover, NADPH consumption readout. Potency, µM (doses to about 114 µM), inactives show at the top dose activity change, negative = substrate turnover. 0.01% of 390,000 active. AID 588456; note: potency is the fitted concentration of half-maximal effect; % is set by controls: 0 for no effect and ±100 for the full control effect; nearly all actives have a fitted effect of over 50% in size
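Rat TrxR1, dispensed at 90 nM, was prereduced with 400 uM NADPH (final) for 5 min at ~22 deg C, then incubated with compound 15 min before 400 uM selenite. A first-read NADPH fluorescence drop versus no-compound background flagged substrates.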
Vif-A3F inh – Vif-A3F binding inhibition. HeLa A3F-eYFP + Vif (tagged APOBEC3F with the HIV-1 protein that degrades it), YFP fluorescence increase. Potency, µM (highest dose often 46.1 µM), inactives show at the highest dose activity, negative = active. 0.2% of 390,000 active. AID 602313; note: potency is the fitted concentration of half-maximal effect; % of control where 0% means no effect; nearly all actives have a fitted effect of over 65% in size
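Fluorescence increase (Ex 488/Em 500-530) after overnight compound treatment at 37 deg C flags inhibition of Vif-driven A3F-eYFP loss in stable HeLa A3F-eYFP/Vif cells seeded overnight beforehand.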
RXFP1 ag – agonists of human relaxin receptor RXFP1; 0.3% of 370,000 active; HEK293T-RXFP1 cAMP TR-FRET, 30 min; response scale: percent of porcine relaxin response, buffer zero; AID 2676; Potency, µM (top dose mostly 57.5 µM), for inactives: at the highest dose activation, most hits filed as activators; Q9HBX9; note: potency is the fitted concentration of half-maximal effect; % is set by controls: 0 for no effect and ±100 for the full control effect; nearly all actives have a fitted effect of over 60% in size; many of its hits are not listed in these tables
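HEK293 cells stably expressing RXFP1, treated 30 min at 37C with compounds plus PDE4 inhibitor Ro 20174; cAMP measured by HTRF TR-FRET. Normalized to buffer and 29 nM porcine relaxin; EC50 by Hill fit.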
* hit, by the source's call; u = inconclusive; x = not tested or not shown; & = joins results of further samples; [ ] = another dose, or the depositor's remark. Unless noted, calls come from the whole dose curve; as a rule, active = well fitted curve in the direction sought with a large enough effect; inconclusive = small, poorly fitted or top-dose-only effect, or another doubt; inactive = no such curve, though single readings can be large; an effect the other way counts as inactive or inconclusive. An excerpt; the hit share may differ from the screen's.

molecule,USP1 inh,Vif-A3G inh,IDH1 R132H inh,PI4K2A block,Glioma ERSR ind,LDHA block,TrxR1 substrate,Vif-A3F inh,RXFP1 ag
Cc1ccc(/C=C2/Sc3ccc(C(=O)NCCN4CCOCC4)cc3NC2=O)cc1,-14%,3%,3%,0,-2%,-3,-1%,12%,1.6%
Cn1c(=O)c(=O)n(C)c2cc(N3CCCCC3)c(NS(=O)(=O)c3ccc([N+](=O)[O-])cc3)cc21,-15%,1%,4%,-5,-3%,4,-13%,1%,9.3%
COC(=O)c1[nH]c2cc(OC)c(OC)cc2c1NC(=O)Oc1ccccc1,-10%,0%,7%,-6,-2%,11,3%[57.1 µM],1%,-3.1%
CCOc1ccc(-c2c(C(=O)N/N=C/c3ccc(C)s3)nnn2-c2nonc2N)cc1,-15%,-7%,12%,-1,-4%,0,2%,-1%,-0.7%
COc1ccc(NC(=O)CCNC(=O)Cn2ccc3ccccc3c2=O)cc1OC,-1%,-3%,-1%,2,-7%,4,3%[57.1 µM],4%,1.3%
CCOC(=O)C(C)(C)N(Cc1ccccc1C)S(=O)(=O)c1ccc(Cl)c([N+](=O)[O-])c1,-15%,-9%,3%,6,0%,-3,-10%,6%,2.6%
Cc1cc(NC(=O)CSc2nc(-c3ccccc3)cs2)no1,-15%,0%,2%,-2,2%,1,-11%,5%,0.2%
COc1ccc(C)c2sc(=NC(=O)C(C)C)n(C)c12,-25%,4%,9%,2,6%,-8,7%[57.1 µM],2%,7.5%
Cc1cc(C)c(C#N)c(SCc2ccccc2C(=O)O)n1,-28%,-1%,1%,-2,-3%,-6,-4%,0%,0.7%
CCOc1ccc(S(=O)(=O)NCc2ccco2)c2ccccc12,u,1%,15%,-3,1%,6,4%,-4%,2.0%
Clc1cccc2sc(N3CCCC3)nc12,-5%,-2%,18%,1,0%,-8,-7%,-1%,-0.6%
CC1CCCN(C(=O)CCS(=O)(=O)c2cc3c(cc2Cl)NC(=O)CO3)C1 (stereo not drawn),-21%&-31%,0%&2%,7%&8%,-1&-3,-5%&-2%,4&-3,13%[57.1 µM],-3%&9%,5.2%&0.1%
CCc1nc(NC2CCCCC2)c(C#N)c2c1COC(C)(C)C2,-17%,-3%,8%,-6,-5%,0,55%,-8%,0.5%
CC(=O)NNC(=S)Nc1cc(S(=O)(=O)N(C)C)ccc1C,-17%,0%,2%,-6,-2%,-5,-5%,5%,8.8%
COc1ccc(-c2nnc3c4ccccc4c(C)nn23)cc1,-4%,3%,12%,-3,6%,-5,-4%,-1%,4.5%
COc1cccc(-n2nc(C(=O)O)c3ccccc3c2=O)c1,-1%,0%,0%,-1,-1%,0,-7%,6%,1.7%
CC1Cc2cc(S(=O)(=O)CCC(=O)N3CCN(c4ccccc4)CC3)ccc2N1C(=O)C1CC1 (stereo not drawn),-19%,1%,6%,4,0%,2,-4%,-15%,-2.0%
CCC(C)[C@H]1COCCS(=O)(=O)N1Cc1ccc(Br)cc1 (stereo partly drawn),-31%,-8%&1%,13%,2,-4%&-2%,2,-3%[57.1 µM],4%,1.0%
Cc1cccc(NC(=S)NCCc2ccccn2)c1,-20%,0%,2%,2,-3%,3,6%,-22%,3.4%
C#C[C@]1(O)CC[C@H]2[C@@H]3CCc4cc(OC5CCCC5)ccc4[C@H]3CC[C@@]21C,-16%,0%,-1%,0&0,-1%&2%,0,-7%,-2%,0.7%
CN(CC(=O)Nc1ccc(Cl)cc1)CC(=O)Nc1ccc(F)c(F)c1F,-9%,-2%,18%,3,-4%,-6,0%[57.1 µM],-12%,-1.8%
CCOc1ccc(C(C(=O)NCC2CCCO2)N(Cc2cccc(OC)c2)C(=O)c2snc(C(N)=O)c2N)cc1 (stereo not drawn),-17%,-6%,13%,5,-4%,-6,13%,6%,-0.8%
Cc1nc(SCc2nc3ccc([N+](=O)[O-])cc3[nH]2)c2oc3ccccc3c2n1,x,0%,x,6,-3%,-5,13%[57.1 µM],-3%,x
CC(=O)c1c(C)oc2c1cc(O)c1ccccc12,-6%,3%,1%,0,6%,3,-3%,-4%,-1.8%
COc1cccc(NC(=O)C2CCN(S(=O)(=O)c3ccc4c(c3)CC(C)N4C(C)=O)CC2)c1 (stereo not drawn),-27%,-4%,8%,2,-4%,-3,-1%,5%,1.7%
CCn1c(=O)c2ccccc2n(Cc2cccc([N+](=O)[O-])c2)c1=O,-29%,0%,-8%,2,-3%,-35*,4%,-7%,3.8%
CCOC(=O)Cc1ccc(NC(=O)N2CC(C)Oc3ccc(Cl)cc32)cc1 (stereo not drawn),-8%,-2%,14%,1,1%,5,0%,1%,1.8%
Cc1ccc2c(=O)cc(C(=O)Nc3ccc(S(=O)(=O)N4CCCCC4C)cc3)oc2c1C (stereo not drawn),5%,-1%,-2%,2,-3%,-8&0,0%,2%,1.4%
CCc1ccc(NC(=O)C(CC)n2c(=O)c(-c3ccccc3NC(C)=O)nc3ccccc32)cc1 (stereo not drawn),-10%,x,x,-13,x,-3,5%,x,-1.6%
COCCN(Cc1ccc(F)cc1)C(=O)c1cc2ccccc2oc1=O,-9%,5%,-2%,3,-2%,-8,-5%,-7%,0.1%

Reprinted from the part before: 3 compounds; new compounds follow.
molecule,USP1 inh,Vif-A3G inh,IDH1 R132H inh,PI4K2A block,Glioma ERSR ind,LDHA block,TrxR1 substrate,Vif-A3F inh,RXFP1 ag
Cc1ccc2c(=O)cc(C(=O)Nc3ccc(S(=O)(=O)N4CCCCC4C)cc3)oc2c1C (stereo not drawn),5%,-1%,-2%,2,-3%,-8&0,0%,2%,1.4%
CCc1ccc(NC(=O)C(CC)n2c(=O)c(-c3ccccc3NC(C)=O)nc3ccccc32)cc1 (stereo not drawn),-10%,x,x,-13,x,-3,5%,x,-1.6%
COCCN(Cc1ccc(F)cc1)C(=O)c1cc2ccccc2oc1=O,-9%,5%,-2%,3,-2%,-8,-5%,-7%,0.1%
Cc1ccc2nc(/C(C#N)=C/c3ccc(O)c(O)c3)[nH]c2c1,-11%,u,9%,3,19%,26,-4%,u,4.3%
Cc1ccc(NC(=O)C/C(N)=N/OC(=O)c2ccccc2)cc1,-15%,-8%,14%,1,0%,0,0%,-10%,-1.0%
COC(=O)c1cn(CC(=O)N2C(C)CCCC2C)c2ccccc12 (stereo not drawn),-8%,6%,2%,-17,-2%,1,-17%,-5%,-1.5%
CCCCC(=O)Nc1nn(C)c2nc3c(C)cccc3cc12,-13%,-1%,0%,-4,-2%,-5,16%,-2%,-0.8%
Cc1cnc(C(=O)NCc2ccc(F)cc2)cn1,u,0%,8%,1,-4%,-3,5%[0.457 µM],u,3.0%
Cc1ccc(NC(=O)CSCC(=O)OC(C)C(=O)Nc2ccc(S(N)(=O)=O)cc2)c(C)c1 (stereo not drawn),-13%,3%,-9%,-3,-1%,-44*,-6%[57.1 µM],u,1.2%
COc1ccccc1NC(=S)N/N=C1\CC(C)(C)Oc2ccc(O)cc21,-22%,3%,2%,-2,-6%,-6,6%,0%,0.3%
COc1c2c(c(OC)c3c1c(=O)c1ccccc1n3C)OCO2,-7%,-1%,4%,-4,-1%,-7,4%[11.4 µM],4%,x
COC(=O)CNC(c1ccccc1)c1cc(Br)ccc1NC(=O)c1cc(OC)c(OC)c(OC)c1 (stereo not drawn),-1%,x,x,-1,x,0,2%,x,1.4%
COc1ccccc1CCCNC(=O)C1CCC(=O)N(CCCN2CCCC2=O)C1 (stereo not drawn),-13%,1%,0%,-1,-3%,1,5%,-7%,-1.0%
Cc1ccc(NC(=O)COC(=O)c2ccc3ncsc3c2)c(C)c1,0%,1%,-5%,0,-9%,-16,x,0%,x
Clc1ccccc1-c1nc2ccccc2c2nc3ccccc3n12,-7%,0%,-2%,1,1%,-9,1%,10%,-0.8%
O=C(NCC(c1ccco1)N1CCCC1)c1cc(=O)[nH]c2ccccc12 (stereo not drawn),-22%,-3%,-12%,-7,-3%,-5,7%,1%,x
CC1Oc2ccccc2N(CC(=O)N2CCCCC2)C1=O (stereo not drawn),-24%,1%,3%,7,-3%,0,-13%[57.1 µM],-22%,0.8%
C=CCNc1oc(-c2cccc3ccccc23)nc1C#N,-9%,-5%,-4%,-1,3%,1,182%[activator],1%,22%
CC(=O)NC1=NN(c2ccccc2)C(=O)C1,-20%,-3%,-4%,u,-3%,-1,2%,x,-0.6%
O=C1CN(C(=O)c2cc([N+](=O)[O-])ccc2Cl)C(c2ccccc2)c2cc(F)ccc2N1 (stereo not drawn),-3%,-9%,-5%,0,-4%,-3,-5%,3%,0.2%
CC(C)CCNC(=O)C1CCN(c2nc3ccccc3o2)CC1,4%,4%,4%,-1,-6%,4,-2%,-12%,1.3%
COc1ccc(Cl)cc1NC(=O)CN(C)C(=O)Cn1[nH]c(=O)c2ccccc2c1=O,-13%,-5%,-4%,3,-2%,-1&5,0%,-2%,2.0%
COc1cccc(-c2cc3c(-n4cccc4)ncnc3o2)c1,-16%,-7%,0%,0,-1%,-12,22%[57.1 µM],-2%,3.8%
Nn1c(-c2ccccn2)nnc1-c1ccccn1,6%,-3%,3%,-13,-3%,-2,-8%,-4%,0.3%
